Bioassay records (PubChem)
Growth percent in the NCI-60 one-dose screen (48 h, 10 µM unless noted): 100 = growth as untreated, 0 = no growth, -100 = all killed.
SK-OV-3: SK-OV-3 ovarian cancer cells | 80,000 tested, 3.2% active
OVCAR-8: OVCAR-8 ovarian cancer; 81,000 tested, 4.4% active
OVCAR-5: OVCAR-5 ovarian cancer; 82,000 tested, 2.9% active
OVCAR-3: OVCAR-3 ovarian cancer | 79,000 tested, 7% active
OVCAR-4: OVCAR-4 ovarian cancer cells | 80,000 tested, 3.7% active | AID 1794784
A498: A498 renal cancer cells; 76,000 tested, 5.4% active; AID 1794774
ACHN: ACHN renal cancer; 81,000 tested, 4.9% active; AID 1794771
IGROV1: IGROV1 ovarian cancer. 79,000 tested, 4.7% active. AID 1794786
RXF 393: RXF 393 renal cancer cells | AID 1794773 | 77,000 tested, 6.9% active
The depositor's hits bear a star; . = no result given; & = joins results of further samples. The calls were made as follows: active = growth percent below 10; inactive = the rest.

entry | Molecule | SK-OV-3 | OVCAR-8 | OVCAR-5 | OVCAR-3 | OVCAR-4 | A498 | ACHN | IGROV1 | RXF 393
1 | COc1ccc(C(=O)NC(=O)Nc2ccc3c(c2)NC(=O)/C3=C\c2[nH]c(C)c(C(=O)O)c2C)c(F)c1 | 74 | 56 | 99 | 5.3* | 12 | 65 | 55 | 47 | -21*
2 | Clc1ccccc1-c1nc(Nc2nc3ccccc3s2)nc(C(Cl)(Cl)Cl)n1 | 57 | 69 | 74 | 4.0* | 65 | 58 | 6.6* | 54 | 17
3 | CC(=O)Nc1cc(C)c(C)cc1NC(C)=O | 109 | 107 | 104 | 118 | 103 | . | 108 | 108 | 110
4 | O=C(Nc1ccc2ncnc(Nc3ccc(Oc4cccc(F)c4)c(Cl)c3)c2c1)c1ccc(CN2CCOCC2)cc1 | 18 | 6.2* | 75 | 23 | 20 | 54 | 18 | 1.0* | .
5 | CC(=O)OCC(CO)(CO)COC(C)=O | 106 | 97 | 96 | 104 | 106 | 99 | 99 | 110 | 110
6 | CN(C)c1ccc(C2Cc3ccccc3C(=O)N2c2ccccc2)cc1 (centres undefined) | 93 | 94 | 101 | 100 | 97 | 90 | 98 | 81 | 98
7 | CC[C@H]1O[C@H](SC(NC(=O)c2ccccc2)=C(C#N)C#N)[C@H](C)[C@H](C)[C@H]1C | 90 | 99 | 101 | 103 | 104 | 72 | 96 | 100 | 115
8 | CCCn1cnc2c(SCc3ccccc3F)nc(N)nc21 | 111 | 92 | 102 | 100 | 107 | . | 104 | 94 | 123
9 | O=C(Cc1ccc(/C=C/C(=O)c2ncc[nH]2)cc1)Nc1ccc(Br)cc1 | 70 | 6.8* | 19 | 9.6* | 46 | 74 | 2.0* | 8.5* | 19
10 | CC(=O)Oc1ccccc1C(=O)Nc1ccc(C(=O)/C=C/c2ccc(C)cc2)cc1 | 121 | 107 | 104 | 124 | 111 | 100 | 113 | 108 | 108
11 | CC(C)(C)c1cc(NCc2ccc(F)cc2)n(-c2ccccc2)n1 | 99 | 93 | 109 | 114 | 88 | 110 | 87 | 82 | 111
12 | Nc1ccc2c(c1)Cc1c(F)cccc1-2 | 102 | 97 | 109 | 108 | . | 85 | 102 | 112 | 106
13 | O=C1/C(=C\c2cn(C[C@@H](O)Cn3c4ccccc4c(=O)c4ccccc43)c3ccccc23)c2ccccc2N1c1c(Cl)cccc1Cl | 86 | 87 | 99 | 96 | 84 | 99 | 82 | 90 | 94
14 | CC(C)c1ccc2c(N)c(C(=O)Nc3ccc(F)cc3)sc2n1 | 92 | 91 | 89 | 106 | 74 | 94 | 85 | 102 | 98
15 | COc1ccc2c(c1)C(C)Cc1c(ncn3c(-c4ccccc4)nnc13)N2C (centres undefined) | 111 | 98 | 101 | 103 | 93 | 120 | 101 | . | 119

An excerpt from above in order of number of heavy atoms, rising.
entry | Molecule | SK-OV-3 | OVCAR-8 | OVCAR-5 | OVCAR-3 | OVCAR-4 | A498 | ACHN | IGROV1 | RXF 393
8 | CCCn1cnc2c(SCc3ccccc3F)nc(N)nc21 | 111 | 92 | 102 | 100 | 107 | . | 104 | 94 | 123
6 | CN(C)c1ccc(C2Cc3ccccc3C(=O)N2c2ccccc2)cc1 (centres undefined) | 93 | 94 | 101 | 100 | 97 | 90 | 98 | 81 | 98
2 | Clc1ccccc1-c1nc(Nc2nc3ccccc3s2)nc(C(Cl)(Cl)Cl)n1 | 57 | 69 | 74 | 4.0* | 65 | 58 | 6.6* | 54 | 17
15 | COc1ccc2c(c1)C(C)Cc1c(ncn3c(-c4ccccc4)nnc13)N2C (centres undefined) | 111 | 98 | 101 | 103 | 93 | 120 | 101 | . | 119
10 | CC(=O)Oc1ccccc1C(=O)Nc1ccc(C(=O)/C=C/c2ccc(C)cc2)cc1 | 121 | 107 | 104 | 124 | 111 | 100 | 113 | 108 | 108
1 | COc1ccc(C(=O)NC(=O)Nc2ccc3c(c2)NC(=O)/C3=C\c2[nH]c(C)c(C(=O)O)c2C)c(F)c1 | 74 | 56 | 99 | 5.3* | 12 | 65 | 55 | 47 | -21*

The results go on:
entry | Molecule | SK-OV-3 | OVCAR-8 | OVCAR-5 | OVCAR-3 | OVCAR-4 | A498 | ACHN | IGROV1 | RXF 393
16 | CC(=O)Nc1ccc(OC(C)=O)cc1N | 98 | 103 | 97 | 121 | 107 | 146 | 104 | 111 | 113
17 | CN(C)C(=S)Sc1nsc(SC(=S)N(C)C)n1 | 102 | 92 | 105 | 98 | 106 | 93 | 96 | 107 | 108
18 | CC(=O)OC1CC2CCC3C(CCC4(C)C3CC([N+]3(C)CCCCC3)C4OC(C)=O)C2(C)CC1[N+]1(C)CCCCC1 (centres undefined) | 118 | 94 | 96 | 116 | 124 | 115 | 103 | . | 116
19 | CCOc1ccccc1NC(=O)c1ccccc1 | 110 | 102 | 104 | 113 | 104 | 65 | 109 | 108 | 102
20 | COc1nc2c(cc1S(=O)(=O)c1ccccc1)CCc1c-2cnn1-c1ccccc1Cl | 86 | 60 | 71 | 71 | 68 | -1.8* | 62 | 77 | 53
21 | O=C(CC(=O)c1cccc(Cl)c1)c1cccc(Cl)c1 | 47 | 22 | 47 | 32 | 42 | 79 | 31 | 34 | 62
22 | Nc1n[nH]c2cccc(C#Cc3cccc(NC(=O)Nc4cc(C(F)(F)F)cc(C(F)(F)F)c4)c3)c12 | -29* | -5.6* | -46* | -20* | -3.5* | -17* | -25* | -66* | -71*
23 | C=C1CCC2C3(C)COC(c4cccc(F)c4)OC3CCC2(C)C1C/C=C1/C(=O)OCC1O (centres undefined) | 60 | -52* | 22 | -72* | -0.2* | 118 | -90* | -24* | -70*
24 | CC(=O)Sc1ccccc1C(=S)S | 99 | 97 | 110 | 101 | 105 | 105 | 99 | 102 | 119
25 | CN1c2ccccc2Sc2cc(C3CCC(=O)N3c3cc(Cl)cc(Cl)c3)ccc21 (centres undefined) | 108 | 88 | 96 | 92 | 91 | 89 | 103 | 101 | 111
26 | Cc1nc(-c2ccccc2)cc2c(O)c(C(=O)N/N=C/c3ccc(O)cc3)[nH]c(=O)c12 | 112 | 107 | 99 | 97 | 86 | 104 | 106 | 119 | 102
27 | O=C(CCl)n1nnnc1-c1ccccc1 | 81 | 91 | 101 | 108 | 93 | 99 | 87 | 105 | 110
28 | CC(=O)/C(=C/N1CC(=O)NC1=S)C(=O)Nc1ccccc1C | 113 | 102 | 116 | 111 | 99 | 85 | 113 | 110 | 102
29 | Cc1cccc(N2CCN(CC(O)COc3cccc4ccccc34)CC2)c1 (centres undefined) | 99 | 104 | 96 | 106 | 98 | 80 | 95 | 120 | 116
30 | c1ccc(CN2CCOC2)cc1 | 108 | 109 | 105 | 106 | 112 | 106 | 106 | 122 | 149

Random excerpt: 5 compounds from above.
entry | Molecule | SK-OV-3 | OVCAR-8 | OVCAR-5 | OVCAR-3 | OVCAR-4 | A498 | ACHN | IGROV1 | RXF 393
30 | c1ccc(CN2CCOC2)cc1 | 108 | 109 | 105 | 106 | 112 | 106 | 106 | 122 | 149
29 | Cc1cccc(N2CCN(CC(O)COc3cccc4ccccc34)CC2)c1 (centres undefined) | 99 | 104 | 96 | 106 | 98 | 80 | 95 | 120 | 116
27 | O=C(CCl)n1nnnc1-c1ccccc1 | 81 | 91 | 101 | 108 | 93 | 99 | 87 | 105 | 110
16 | CC(=O)Nc1ccc(OC(C)=O)cc1N | 98 | 103 | 97 | 121 | 107 | 146 | 104 | 111 | 113
26 | Cc1nc(-c2ccccc2)cc2c(O)c(C(=O)N/N=C/c3ccc(O)cc3)[nH]c(=O)c12 | 112 | 107 | 99 | 97 | 86 | 104 | 106 | 119 | 102

Later entries.
entry | Molecule | SK-OV-3 | OVCAR-8 | OVCAR-5 | OVCAR-3 | OVCAR-4 | A498 | ACHN | IGROV1 | RXF 393
31 | CB1C=Cc2cc(-c3cccc(Cl)c3)ccc2N1 | 95 | 95 | 105 | 102 | 95 | 123 | 108 | 90 | 119
32 | O=C(Cn1nc(-c2ccccc2)cc(Cc2ccc(F)cc2)c1=O)c1ccccc1 | 95 | 90 | 89 | 100 | 95 | 39 | 94 | 89 | 100
33 | NS(=O)(=O)c1ccc(-n2ncc3c(=O)[nH]cnc32)cc1 | 108 | 100 | 91 | 113 | 104 | 124 | 99 | 133 | 111
34 | O=C(Cc1ccc(Cl)nc1)Nc1cc(NCc2cccnc2)c([N+](=O)[O-])cc1Cl | 93 | 89 | 91 | 96 | 89 | 104 | 98 | 86 | 96
35 | NC(N)=NNCCOc1c(Cl)cccc1Cl | 97 | 93 | 94 | 99 | 98 | . | 101 | . | 115
36 | O=C(c1ccccc1)c1cccc([N+](=O)[O-])c1 | 109 | 109 | 119 | 102 | . | 91 | 105 | 106 | 116
37 | CC(C)(C)c1cc(C(C)(C)c2ccccc2)cc(Cc2cc(C(C)(C)c3ccccc3)cc(C(C)(C)C)c2O)c1O | 105 | 98 | 92 | 106 | 90 | 125 | 102 | 97 | 96
38 | O=c1[nH][nH]c(=O)c(Cl)c1Cl | 99&105 | 116&100 | 107&102 | 109&116 | 107&73 | 81 | 101&107 | 110&126 | 118&121
39 | Nc1nc(N)c2cc(NCc3ccc(Cl)c(Cl)c3)ccc2n1 | -100* | -79* | -93* | -95* | -87* | 34 | -95* | -59* | -83*
40 | COc1cc(OC)cc(C(=O)O)c1 | 108 | 103 | 96 | . | . | 121 | 102 | 94 | 111
41 | CN1CCN(Cc2ccc(NC(=O)c3cncc(C#Cc4cnn5ccccc45)c3)cc2C(F)(F)F)CC1 | 15 | 9.8* | 4.3* | 0.3* | -2.2* | -12* | 2.5* | 3.2* | -45*
42 | CCOC(=O)c1nnn(Cc2cc(=O)oc3c2ccc2ccccc23)c1C | 104 | 98 | 102 | 103 | 98 | 108 | 98 | 110 | 112
43 | Cn1ccnc1C(=O)/C=C/c1ccc(CC(=O)Nc2ccccc2)cc1 | 27 | -0.4* | 30 | -7.3* | 31 | 45 | 29 | 13 | 12
44 | COc1cccc(/C=C2\Oc3cc(OCCN4CCC(Cc5ccccc5)CC4)ccc3C2=O)c1OC | 75 | 78 | 74 | 69 | 40 | 69 | 86 | 78 | 51
45 | CCN(CC)CCCOCCCNc1cc(OC)cc2cccnc12 | 97 | 92 | 102 | 66 | 27 | 72 | 98 | 75 | .
46 | COc1ccc(-c2cc(C(=O)N3N=C(c4ccc(N)cc4)CC3c3ccc(OC)c(OC)c3)c3ccccc3n2)cc1 (centres undefined) | 97 | 93 | 99 | 111 | 108 | 96 | 105 | 111 | 100
47 | N=C(N)c1ccc(N=NNc2ccc(C(=N)N)cc2)cc1 (tested in a mixture with another compound) | 91 | 95 | 98 | 114 | 102 | 58 | 103 | 111 | 98
48 | COC1C(/C=C/C(C)=O)OC2OC(C)(C)OC21 (centres undefined) | 99 | 88 | 106 | 116 | 98 | 118 | 103 | 109 | 106
49 | NCCSC(C[N+](=O)[O-])c1ccccc1Cl (centres undefined) | 112 | 61 | 100 | -76* | 102 | 36 | 107 | . | 11
50 | O=C(c1cc2n(n1)CC(c1ccccc1)N2)N1CCCCC1 (centres undefined) | . | 107 | 105 | 109 | 106 | . | 105 | 108 | 116
51 | CCOC(=O)c1nn(CC(O)c2ccccc2)c(NC(=O)Nc2cccc(C(F)(F)F)c2)c1C (centres undefined) | 108 | 89 | 97 | 102 | 92 | 80 | 103 | 94 | 105
52 | CCCCCCCCCCCCCCCCCCOc1cccc(CC(=O)OCC[N+](CC)(CC)CC)c1 | 103 | 41 | 71 | 78 | 28 | 89 | 90 | 37 | 8.8*
53 | COC(=O)c1ccc2[nH]c(O)c(C(=Nc3ccc(N(C)C(=O)CN4CCN(C)CC4)cc3)c3ccc(CCO)cc3)c2c1 | 40 | 65 | 81 | 53 | 57 | 46 | 74 | 16 | 30
54 | O=C(CCCCCCCCC(=O)SCc1ccccc1)SCc1ccccc1 | 105 | 111 | 100 | 109 | 97 | 110 | 108 | 105 | .
55 | O=C1CCC(=O)N1CCC(=O)N(C(=O)NC1CCCCC1)C1CCCCC1 | 101 | 95 | 117 | 112 | 98 | 85 | 106 | 112 | 115
